SR-BI DiI-HDL act – activators of SR-BI mediated DiI-HDL uptake, primary screen, ldlA[mSR-BI] CHO cells, DiI fluorescence; 3 h; 100 = double the neutral-control signal; activation, % at 12.5 µM; actives 0.096% (n = 320,000);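 active = mean replicate activation of at least 60% and every replicate at or above 60%; inconclusive = mean or all-replicate condition met, but not both; inactive = mean below 60% and not all replicates reaching 60%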;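 note: 0% = median plate neutral-control signal and 100% = twice that signal; values of inactives mirror those of a sister screen read the other way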
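System: LDL receptor-deficient CHO ldlA cells overexpressing murine SR-BI | Timing: 3 h uptake period with compound, 37 °C | Medium: HEPES-buffered (25 mM, pH 7.4) F12 plus 0.5% BSA | Dosing: Single-point compound dose | Signal: Bottom-read fluorescence, 550/595 nm | Read-out: Retained DiI signal reflecting DiI-HDL uptake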
CDK5 inh – inhibitors of human CDK5/p35 kinase, primary screen, biochemical, single concentration; inhibition, % at 10 µM; Recombinant CDK5/p35, ADP-Glo luminescence, 60 min; Cyclin-dependent kinase 5 (Homo sapiens) + Cyclin-dependent kinase 5 activator 1 (Homo …; actives 0.01% (n = 330,000);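 active = highest replicate inhibition of at least 50% and at least 75% of replicates reaching 50%; inconclusive = only one of the two criteria met; inactive = both criteria failed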;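 note: plate controls were DMSO neutral control for no effect and GW8510 at 10 µM for full effect; many of its hits are not listed in these tables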
DSG3 Ab inh – inhibitors of pemphigus antibody binding to DSG3, primary screen, biochemical, bead-based, flow cytometry, scFv-GFP; AID 588358, 2011; actives 0.48% (n = 310,000); DSG3-coupled beads, scFv-anti-DSG3-GFP binding; hits give low values; binding (percent of control), % at 10 µM; Desmoglein-3 (Homo sapiens), P32926;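 active = binding more than 3 SD below its plate's average and above zero; inconclusive = below that plate limit but binding exactly zero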;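 note: hits lower antibody fragment binding to DSG3; some compounds called inactive have numbers as strong as hits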
PKA-R1A act – activators of PKA-R1A holoenzyme, primary screen, biochemical, fluorescence polarization, Cy5-IP20, bovine R1A, mouse PKAc | cAMP-dependent protein kinase type I-alpha regulatory subunit (Bos taurus) + … | PKA-R1A dissociation; scaled: DMSO 0%, 113 µM cGMP 100% | activation, % at 11.4 µM | actives 0.083% (n = 340,000);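 active = percent activation above the mean of all tested compounds plus 3 SD, cut at about 19% in these data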;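 note: higher means more PKAc released from R1A so a rise in polarization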
SR-BI DiI inh – inhibitors of SR-BI mediated HDL lipid uptake, primary screen, ldlA[mSR-BI] cells, fluorescence, single point. Scavenger receptor class B member 1 (Mus musculus), Q61009. inhibition, % at 12.5 µM. ldlA[mSR-BI] CHO cells, DiI-HDL uptake fluorescence, 3 h. actives 0.96% (n = 320,000);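 active = mean replicate inhibition of at least 70% and a set share of replicates each scoring 70 or more; inconclusive = meets just one of the two criteria; inactive = fails both criteria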;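 note: 0% = median of neutral control wells and 100% = median of positive control wells; values of inactives mirror those of a sister screen read the other way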
PKA-R2B activ – activators of PKA-R2B holoenzyme, primary screen, biochemical, fluorescence polarization, Cy5-IP20, human; activation, % at 11.4 µM; actives 0.079% (n = 340,000); PKA-R2B holoenzyme dissociation; R2B truncated from residue 108, S112A mutant; 0% DMSO only, 100% 113 µM cGMP;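 active = activation above a cutoff set at the mean over all compounds plus 3 SD, cut at about 18% in these data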;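 note: higher means more holoenzyme dissociation and a rise in polarization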
Target sequence (P31323 whole entry, looked up, other chains not shown, the tested form may be a part): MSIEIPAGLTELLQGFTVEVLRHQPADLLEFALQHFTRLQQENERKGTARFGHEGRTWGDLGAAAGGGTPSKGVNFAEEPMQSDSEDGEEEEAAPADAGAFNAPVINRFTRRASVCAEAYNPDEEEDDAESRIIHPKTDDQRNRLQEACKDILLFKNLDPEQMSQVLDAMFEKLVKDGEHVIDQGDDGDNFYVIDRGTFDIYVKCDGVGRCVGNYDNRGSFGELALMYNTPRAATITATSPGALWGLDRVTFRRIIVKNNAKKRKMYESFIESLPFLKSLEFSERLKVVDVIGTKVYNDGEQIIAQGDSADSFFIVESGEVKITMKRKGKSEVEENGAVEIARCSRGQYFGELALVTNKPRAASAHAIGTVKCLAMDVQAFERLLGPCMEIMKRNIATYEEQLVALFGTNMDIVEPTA
Arrestin-AP2 inh – inhibitors of beta-arrestin/AP2 binding, primary screen, biochemical, GPCR trafficking, flow cytometry; inhibition, % at 10 µM; actives 0.31% (n = 340,000); FITC-arrestin peptide / GST-AP2 beads; AP2 beta2 appendage carries R879A mutation; AID 504490, 2011;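 active = inhibition above a set limit, near 3 SD of compounds lacking own fluorescence, cut at about 54% in these data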;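 note: plate controls were DMSO wells for no effect and 5 µM unlabelled arrestin peptide for full effect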
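test system = AP2 appendage R879A on GSH beads | buffer or medium = PBS plus Tween 20 (0.05%) and BSA (0.1%) | incubation = 12 min plus 1 h, RT | detection = bead flow cytometry, FITC channel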
MITF act – activators of MITF-driven TRPM1 promoter reporter, primary screen, cell-based, SK-MEL-5, luciferase, single point | activation, % at 12.5 µM | actives 0.75% (n = 300,000) | SK-MEL-5 TRPM1-promoter luciferase, 24 h; % of positive control, neutral wells = 0;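 active = mean activation of at least 80% with every replicate also reaching 80%; inconclusive = mean reaches 80% but some replicate falls short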;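 note: 0% = neutral control wells and 100% = parthenolide positive control wells; values of inactives mirror those of a sister screen read the other way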
NSD2 HMT inh – NSD2 histone methyltransferase inhibitors, primary screen, biochemical, AlphaScreen, single concentration, set 2; Histone-lysine N-methyltransferase NSD2 (Homo sapiens), O96028; NSD2 peptide methylation, 120 min; inhibition, % at 12.5 µM; actives 0.54% (n = 310,000); in the data active = inhibition above about 50%
dFosB act – activators of delta FosB homodimer, primary screen, biochemical, fluorescence polarization, TAMRA-CDK5 oligo, single point. actives 0.99% (n = 340,000). Protein FosB (Mus musculus), P13346. activation, % at 25 µM. AID 493131, 2011. purified delta FosB; percent of positive-control signal above neutral wells;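 active = mean activation above about 17%, with every replicate also reaching it, limit read from the data, passing the limit was not always enough; inconclusive = only one of the two conditions met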;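 note: fluorescence polarization rise as delta FosB binds a TAMRA Cdk5 AP-1 oligo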
Target sequence (P13346 whole entry, looked up): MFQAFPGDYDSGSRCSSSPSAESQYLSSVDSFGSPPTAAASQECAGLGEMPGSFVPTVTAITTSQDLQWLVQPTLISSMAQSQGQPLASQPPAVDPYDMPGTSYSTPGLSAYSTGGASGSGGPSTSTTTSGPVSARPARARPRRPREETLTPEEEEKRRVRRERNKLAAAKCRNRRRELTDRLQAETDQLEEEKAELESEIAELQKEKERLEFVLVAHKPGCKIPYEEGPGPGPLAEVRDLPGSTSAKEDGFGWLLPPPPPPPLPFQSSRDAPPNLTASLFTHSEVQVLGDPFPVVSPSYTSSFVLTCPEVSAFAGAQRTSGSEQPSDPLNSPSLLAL
Mot1-301 SUMO – yeast Mot1-301 growth rescue at high temperature, primary screen, SUMOylation pathway inhibitor project, S. cerevisiae, ATP luminescence, 38.5C | AID 2716, 2010 | growth rescue, % at 18.8 µM | actives 1% (n = 320,000) | S. cerevisiae Mot1-301 growth rescue; percent above DMSO median, 100 means doubled;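 active = every valid replicate shows activation above 250% relative to neutral control wells; inactive = the rest, any valid replicate at or below 250%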;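 note: OY570 slx delta 5 strain wells were the positive control but not used for scaling; some compounds called inactive have numbers as strong as hits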
* marks the source's active call; other numbers are inactive results; ? = inconclusive; · = not tested or not shown.

entry	Compound	SR-BI DiI-HDL act	CDK5 inh	DSG3 Ab inh	PKA-R1A act	SR-BI DiI inh	PKA-R2B activ
1	Cc1ccc(-c2[nH]ncc2/C=N/n2c(C)nc3ccccc3c2=O)cc1	13	0.1	105	-12	-13	-2
2	Cc1ccc(-c2csc3ncn(CC(=O)NCC(c4ccco4)N4CCCC4)c(=O)c23)cc1 (centres undefined)	-10	-0.7	104	-3	10	-1
3	CN(CCc1ccccn1)C(=O)c1cc(COc2ccc(F)cc2F)on1	8	0.2	132	2	-8	-8
4	CC(=O)N1c2ccc(S(=O)(=O)NCC3CCC(C(=O)NC4CCC(C)CC4)CC3)cc2CC1C (centres undefined)	-21	-0.2	·	5	21	5
5	O=C(Nc1ccccc1-c1ccccc1NC(=O)c1ccco1)c1ccco1	14	0.3	103	-1	-14	7
6	Cc1cn(CC(=O)NCC2CCCO2)c(=O)[nH]c1=O (centres undefined)	-5	0.3	112	-4	5	-11
7	CCOC(=O)c1sc(NC(=O)c2cccc(S(=O)(=O)N3CCN(C)CC3)c2)cc1C	-31	-0.1	100	-3	31	-2
8	O=C(O)c1cc([N+](=O)[O-])c(NCCC2=CCCCC2)c([N+](=O)[O-])c1	2	0.6	98	-6	-2	-14
9	Cc1cnc(C(=O)OCC(=O)Nc2cc(S(=O)(=O)N3CCCCC3)ccc2Cl)cn1	11	0.5	89	4	-11	-11
10	CCC(C(=O)NC1CCCC1)N(C(=O)Cn1nnc(-c2ccc(C)o2)n1)c1ccc(F)cc1 (centres undefined)	-6	0.4	·	3	6	-6
11	CCCNC(=O)CCCN1C(=O)c2ccccc2Sc2ncccc21	4	0.2	104	-10	-4	5
12	CCCOc1ccc(/C=N/Nc2cccc([N+](=O)[O-])c2)c(O)c1	-49	0.1	112	1	49	-8

entry	Arrestin-AP2 inh	MITF act	NSD2 HMT inh	dFosB act	Mot1-301 SUMO
1	-3	·	-3	4	-3
2	-2	0	3	4	0
3	3	1	1	-2	6
4	-8	-8	-7	0	2
5	7	-8	0	-6	5
6	35	-2	·	-9	·
7	-24	4	-8	-17	4
8	5	-4	11	3	4
9	10	-4	-2	-14	50
10	7	1	-1	-1	·
11	36	-3	-2	-10	17
12	4	84*	0	1	-9

Single values from the list.
In SR-BI DiI inh, compound 12 has the entry 49
In MITF act, compound 3 has the entry 1
In SR-BI DiI-HDL act, compound 8 has the entry 2

The listing picks up, repeating the 3 entries before the break.
entry	Compound	SR-BI DiI-HDL act	CDK5 inh	DSG3 Ab inh	PKA-R1A act	SR-BI DiI inh	PKA-R2B activ
10	CCC(C(=O)NC1CCCC1)N(C(=O)Cn1nnc(-c2ccc(C)o2)n1)c1ccc(F)cc1 (centres undefined)	-6	0.4	·	3	6	-6
11	CCCNC(=O)CCCN1C(=O)c2ccccc2Sc2ncccc21	4	0.2	104	-10	-4	5
12	CCCOc1ccc(/C=N/Nc2cccc([N+](=O)[O-])c2)c(O)c1	-49	0.1	112	1	49	-8
13	C=CCNC(=O)c1ccc2c(=O)n(Cc3ccccc3OC)c(=S)[nH]c2c1	-5	-2.5	106	-14	5	1
14	CCOC(=O)c1cnn(-c2ccc([N+](=O)[O-])cc2)c1N	-10	0.6	·	-7	10	4
15	O=c1oc2ccccc2c(Nc2cccc3ccccc23)c1[N+](=O)[O-]	11	2.2	103	-4	-11	-3
16	CC(=O)Nc1ccc(C(=O)OCC(=O)N2CCN(C(=O)c3ccco3)CC2)cc1	19	1.8	104	-2	-19	-6
17	Cc1cc(NC(=O)COC(=O)CCNS(=O)(=O)c2c(Cl)cccc2Cl)no1	11	-7.2	100	-14	-11	-2
18	c1ccc(COc2cccc(CN3CCN(c4ccccn4)CC3)c2)cc1	·	-0.3	105	6	·	-4
19	COCCNC(=O)NC12CC3(C)CC(C)(CC(C)(C3)C1)C2	17	-2.6	101	5	-17	-2
20	Cc1ccc(S(=O)(=O)N2Cc3ccccc3CC2C(=O)Nc2ccc3c(c2)OCO3)cc1 (centres undefined)	-14	-1.4	101	-16	14	-13
21	CC1=C(C(=O)OCc2ccccc2)C(c2cccc(Cl)c2Cl)NC(=O)N1CCCCCC(=O)O (centres undefined)	-3	-0.2	106	-7	3	8
22	CC(=O)Nc1ccc(OS(=O)(=O)c2c(C)cc(C)cc2C)cc1	-1	1.6	139	-2	14	-8
23	Cc1occc1C(=O)Nc1ccc(OCc2ccccc2)cc1	-53	2.5	95	-9	53	3
24	CCOC(=O)c1c(C)nc(C)c(C(=O)OCC)c1-c1cccc(N)c1	·	0.0	113	-5	·	0

entry	Arrestin-AP2 inh	MITF act	NSD2 HMT inh	dFosB act	Mot1-301 SUMO
10	7	1	-1	-1	·
11	36	-3	-2	-10	17
12	4	84*	0	1	-9
13	-9	-1	-4	0	8
14	3	23	-2	-2	0
15	-2	-8	28	-6	15
16	6	9	-2	-8	-3
17	-58	3	-2	-2	120
18	10	-7	2	-9	-3
19	-7	-10	-4	1	-7
20	3	34	3	-15	121
21	4	9	·	-1	186
22	·	8	-4	-13	4
23	4	?	-1	1	-44
24	1	-3	-1	-3	21

Screen by screen, from the results shown:
Nos. 15 to 24 in PKA-R1A act, in turn: -4, -2, -14, 6, 5, -16, -7, -2, -9, -5
Nos. 15 to 24 in MITF act, in turn: -8, 9, 3, -7, -10, 34, 9, 8, ?, -3
Nos. 15 to 24 in Arrestin-AP2 inh, in turn: -2, 6, -58, 10, -7, 3, 4, ·, 4, 1

Going on with the list.
entry	Compound	SR-BI DiI-HDL act	CDK5 inh	DSG3 Ab inh	PKA-R1A act	SR-BI DiI inh	PKA-R2B activ
25	C[C@H](CO)N1C[C@H](C)[C@@H](CN(C)S(=O)(=O)c2cccs2)Oc2c(NC(=O)C3CC3)cccc2C1=O	9	-0.3	90	3	-9	-1
26	Cc1ccc[n+](-c2nc3ccccc3nc2[N-]S(=O)(=O)c2ccccc2)c1	15	-4.1	108	4	-15	-13
27	Cc1cc(NC(=O)c2ccc3c(c2)OCCO3)ccc1NC(=O)c1cc2ccccc2o1	-68	-13	98	0	68	-8
28	CC(C)Cc1ccccc1S(N)(=O)=O	11	-0.8	102	-13	-11	-11
29	O=C(COC(=O)c1ccc(F)c(S(=O)(=O)N2CCOCC2)c1)NCc1ccc(Cl)cc1	-17	2.4	108	-2	17	-4
30	CCCCCCCCCn1c2c(c(=N)c3c1CCC3)CCC2	-27	0.0	103	8	27	-10
31	CCCCn1c(N)c(N(CC(C)C)C(=O)c2ccc(-c3ccc(C(C)=O)cc3)o2)c(=O)[nH]c1=O	-31	-1.1	121	-7	31	2
32	Cc1ccc(C)c(OCC(=O)Nc2ccccc2C(=O)NC2CC2)c1	-28	-4.1	·	8	28	-9
33	Oc1ccccc1C1=NCCNC(C(F)(F)C(F)F)=C1	-4	0.9	105	-5	4	-2
34	N/C(CC(=O)Nc1cc(C(F)(F)F)ccc1Cl)=N\O	-8	0.3	124	-7	8	-3
35	CN(C)S(=O)(=O)c1ccc(NC(=O)CN2CCCC2c2ccc3c(c2)OCCCO3)cc1 (centres undefined)	1	2.9	106	3	-1	16
36	Cc1ccc(-n2c(=S)[nH]c3[nH]ncc3c2=O)cc1	10	-1.5	103	-4	-10	-5

entry	Arrestin-AP2 inh	MITF act	NSD2 HMT inh	dFosB act	Mot1-301 SUMO
25	24	-16	·	0	9
26	8	6	·	2	14
27	-2	37	-3	1	-29
28	-8	-6	·	-1	1
29	1	-6	-2	-4	15
30	1	·	·	-1	483*
31	4	10	0	-1	·
32	1	8	-2	6	0
33	9	1	0	-4	74
34	-19	-6	1	-5	-2
35	-4	5	1	-5	·
36	0	-7	4	2	14

New compounds follow:
entry	Compound	SR-BI DiI-HDL act	CDK5 inh	DSG3 Ab inh	PKA-R1A act	SR-BI DiI inh	PKA-R2B activ
37	CCN(C(=O)COC(=O)C1CCN(S(=O)(=O)c2ccc3c(c2)OCCO3)CC1)C1CCCCC1	4	-0.8	108	-7	-4	-3
38	CC(=O)NN1C(=O)/C(=C\c2ccc(Cl)cc2)SC1=S	51	-3.8	107	3	-51	-4
39	Cc1c(C(=O)NCCc2ccc(S(N)(=O)=O)cc2)cccc1[N+](=O)[O-]	4	1.0	114	-5	-4	-3
40	COc1ccc(COC(=O)CCNC(=O)c2ccc(Cl)cc2)cc1	14	-1.2	103	9	-14	-4
41	CC(C)(C)c1ccc(Oc2ccc(NC(=O)C3CC=CCC3C(=O)O)cc2)cc1 (centres undefined)	12	-1.4	104	-4	-12	-1
42	COc1ccccc1-c1nnc(SCc2ccccn2)n1C	13	-1.6	99	4	-13	5
43	CCOC(=O)c1c(C)[nH]c2cc(Br)c(O)cc12	-3	-3.4	·	-1	3	-2
44	Fc1ccc(C2CCCN2Cc2nc(-c3cnccn3)no2)cc1 (centres undefined)	2	-0.8	104	-6	-2	3

entry	Arrestin-AP2 inh	MITF act	NSD2 HMT inh	dFosB act	Mot1-301 SUMO
37	-3	-6	-1	-14	-6
38	-10	-19	-2	-3	11
39	-3	-12	-3	-10	29
40	8	0	-4	3	-3
41	-7	-27	1	-9	87
42	6	-5	-1	1	-1
43	6	·	0	1	0
44	15	-12	0	9	-1

From PubChem BioAssay

No enrichment for hits; overall some 4.7% were active at least once.
